GPT2 inh: Primary qHTS assay for inhibitors of Glutamate pyruvate transaminase 2 (GPT2) | Recombinant GPT2, coupled pyruvate oxidase/HRP Amplex Red fluorescence | Alanine aminotransferase 2 (Homo sapiens), Q8TD30 | Potency, µM (doses to about 57.7 µM), for the others: at the top dose activity change, negative = inhibition, actives largely listed as inhibitors | 100,000 compounds, 0.25% hits; note: potency is the fitted concentration of half-maximal effect; nearly all actives have a fitted effect of over 60% in size; many of its hits are not listed in these tables
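Recombinant GPT2 (10ng/uL) with 250uM a-KG and 2mM L-alanine, 30 min at room temperature, in HEPES pH 7.5 buffer. Pyruvate detected by pyruvate oxidase/HRP/Amplex Red fluorescence after 30 min in the dark; AOA (50uM) as positive control.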
IP6K1 inh: Primary qHTS assay for small molecule inhibitors of Inositol hexaphosphate kinase 1 (IP6K1). Inositol hexakisphosphate kinase 1 (Homo sapiens), Q92551. IP6K1 kinase, ADP-Glo luminescence, 2 h; hits give low values. activity change, % (series mostly up to about 58 µM). 140,000 compounds, 0.81% hits; in the data active = activity change below about -25%
Target sequence (Q92551 whole entry, looked up): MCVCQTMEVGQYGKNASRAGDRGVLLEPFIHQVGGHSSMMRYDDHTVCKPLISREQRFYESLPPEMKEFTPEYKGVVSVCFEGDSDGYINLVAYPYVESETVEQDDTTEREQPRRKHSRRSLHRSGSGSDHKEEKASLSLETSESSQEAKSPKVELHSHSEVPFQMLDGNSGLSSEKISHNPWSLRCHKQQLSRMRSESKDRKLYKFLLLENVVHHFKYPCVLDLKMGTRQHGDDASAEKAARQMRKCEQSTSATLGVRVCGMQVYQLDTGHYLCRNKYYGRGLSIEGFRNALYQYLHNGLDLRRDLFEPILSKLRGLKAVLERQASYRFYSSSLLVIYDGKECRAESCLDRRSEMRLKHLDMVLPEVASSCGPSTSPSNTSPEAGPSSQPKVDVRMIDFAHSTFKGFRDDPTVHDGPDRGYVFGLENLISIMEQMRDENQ
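ADP-Glo luminescence measures ADP made by human IP6K1 during a 2 h RT reaction with ATP/IP6 (mix at 1.3 mM/130 uM); top library doses 57.5 and 19.1 uM final.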
SNCA expr inhib: Primary qHTS assay for inhibitors of alpha-synuclein gene (SNCA) expression; HEK-293 SNCA-luciferase knock-in, luminescence, 24 h; Potency, µM (series often up to 57.2 µM), without a hit: top-dose activity change, negative = inhibition, actives largely listed as inhibitors; 140,000 compounds, 0.17% hits; AID 1671194, 2021;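 note: potency is the fitted concentration of half-maximal effect; plate controls were DMSO cells for no effect and cell-free wells for full effect; nearly all actives have a fitted effect of over 45% in size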
Luciferase inh: Firefly luciferase inhibition profiling of diverse chemical library using quantitative high-throughput screening; 76,000 compounds, 2.5% hits; Luciferin 4-monooxygenase (Photinus pyralis), P08659; purified P. pyralis luciferase, luminescence, biochemical; Potency, µM (series often up to 115 µM), inactives show at the highest dose activity change, negative = inhibition, hits mostly inhibitors; note: potency is the fitted concentration of half-maximal effect; nearly all actives have a fitted effect of over 65% in size
Target sequence (P08659 whole entry, looked up): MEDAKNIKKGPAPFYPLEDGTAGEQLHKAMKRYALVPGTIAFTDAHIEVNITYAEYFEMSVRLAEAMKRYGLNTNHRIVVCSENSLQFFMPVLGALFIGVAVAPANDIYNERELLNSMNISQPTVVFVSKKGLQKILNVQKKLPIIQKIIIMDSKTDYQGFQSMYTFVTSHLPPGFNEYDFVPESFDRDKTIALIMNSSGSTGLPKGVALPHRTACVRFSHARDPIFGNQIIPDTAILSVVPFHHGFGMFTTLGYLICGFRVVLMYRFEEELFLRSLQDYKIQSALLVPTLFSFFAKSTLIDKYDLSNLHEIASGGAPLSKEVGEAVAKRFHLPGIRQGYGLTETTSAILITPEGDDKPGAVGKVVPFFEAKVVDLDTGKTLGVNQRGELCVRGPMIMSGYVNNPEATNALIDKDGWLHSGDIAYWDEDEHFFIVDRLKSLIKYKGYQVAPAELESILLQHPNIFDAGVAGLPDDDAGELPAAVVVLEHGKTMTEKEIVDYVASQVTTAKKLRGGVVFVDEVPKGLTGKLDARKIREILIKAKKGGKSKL
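Biochemical qHTS: compound (6-point titration) added to 10uM D-luciferin plus 10uM ATP in Tris acetate pH 7.5 buffer with Mg, Tween-20 and BSA, then purified enzyme at 10nM; light output imaged.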
3T3 cytotox: Cytotoxic Profiling in NIH 3T3 Cell Line of Diverse Libraries Using Quantitative High-Throughput Screening; NIH 3T3 viability, CellTiter-Glo ATP luminescence, 48-72 h; Potency, µM (series often up to 96.7 µM), inactives show at the top dose activity change, negative = cytotoxicity, usual class: inhibitors; 94,000 compounds, 4.3% hits; AID 1345082, 2018; note: potency is the fitted concentration of half-maximal effect; nearly all actives have a fitted effect of over 55% in size
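First NIH 3T3 cells are plated at 400 cells/well; next compound is pinned in; then plates incubate 48 or 72 hr at 37 °C; finally CellTiter-Glo is added and luminescence read after 10 min.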
HEK293 viab: GF-AFC viability counterscreen for inhibitors of alpha-synuclein gene (SNCA) expression. AID 1671193, 2021. Potency, µM (series often up to 57.1 µM), inactives show top-dose activity change, negative = cytotoxicity, hits mostly cytotoxic. HEK-293-SNCA-luc viability, GF-AFC fluorescence, 24 h. 150,000 compounds, 0.12% hits;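 note: potency is the fitted concentration of half-maximal effect; 0% = DMSO-treated cells and -100% = medium-only wells without cells; nearly all actives have a fitted effect of over 30% in size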
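HEK-293-SNCA-luc cells (1500/well) plated 24 h, then exposed 24 h to a dilution series; GF-AFC added 30 min at 37C, fluorescence 405/540 nm; normalised to medium-only and DMSO wells, Hill fit.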
HEK293 tox: Cytotoxic Profiling in HEK 293 Cell Line of Diverse Libraries Using Quantitative High-Throughput Screening; HEK 293 viability, ATP luminescence (CellTiter-Glo), 48-72 h; Potency, µM (highest dose often 115 µM), for the others: top-dose activity change, negative = cytotoxicity, hits mostly inhibitors; 94,000 compounds, 6.6% hits; AID 1345083, 2018; note: potency is the fitted concentration of half-maximal effect; nearly all actives have a fitted effect of over 60% in size
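Read-out: CellTiter-Glo ATP luminescence. Cells: HEK 293, 250 cells/well. Exposure: 48 or 72 hr, 37 degree Celsius.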
* hit, by the source's call; i = inactive; u = inconclusive; x = no result given; [ ] = dose if it differs, or a comment. Unless noted, calls come from the whole dose curve; as a rule, active = well fitted curve in the direction sought with a large enough effect; inconclusive = small, poorly fitted or top-dose-only effect, or another doubt; inactive = no such curve, though single readings can be large; an effect the other way counts as inactive or inconclusive. Unless noted, % is set by controls: 0 for no effect and ±100 for the full control effect.

smiles,GPT2 inh,IP6K1 inh,SNCA expr inhib,Luciferase inh,3T3 cytotox,HEK293 viab,HEK293 tox
COc1ccc(-c2cc(-c3ccc(OC)nc3)cn3cncc23)cc1,2%[88.5 µM],-13,5%[87.6 µM],-1%[172 µM],40µM*,-14%[87.6 µM],89µM*
CCN(CC)C(=O)c1ccc(C2CCCN2C(=O)c2ccc(OC)o2)s1 (stereo not given),i,1,-27%,-3%,-11%,-14%,-8%
Cc1ccccc1CSc1cn(CC(=O)N2CCCCCC2)c2ccccc12,x,6,-14%,x,x,u,x
Cn1cnc(C(=O)N2[C@@H]3CC[C@H]2CC(NC(=O)c2ccncc2)C3)c1 (stereo not given in full),-1%,-8,-17%,4%,i,-1%,i
CC(=O)NCCC(=O)N1CCOc2c(O)cc(-c3cccc(Cl)c3)cc2C1,1%,6,14%,-3%,-29%,-9%,u
Cc1ccc2c(CNCCc3ccccc3)c(C(=O)O)n(Cc3ccccc3C)c2c1,x,-3,30%,x,x,1%,x
CC(C)(C)NC(=O)N1CCCCCCNC(=O)[C@@H]2C[C@@H](C(=O)NCCc3cnc[nH]3)C[C@@H]21,0%,-1,-18%,2%,-5%,0%,i
O=C1CC(NS(=O)(=O)N2CCCCC2)CN1CCCc1ccccc1 (stereo not given),i,28,-15%,-3%,i,2%,i
CC[C@H]1CN(C(=O)Nc2cccc(OC)c2)CC[C@H]1CC(=O)N[C@@H](CO)CC(C)C,-1%[88.5 µM],-3,2%[87.6 µM],3%[172 µM],-4%[174 µM],-5%[87.6 µM],-11%[172 µM]
COc1ccc(-c2cc(C(=O)NC3CCOC3)c3cnn(C)c3n2)cc1 (stereo not given),x,-3,x,x,u,x,u
CC(C)Nc1ccc2nnc(C3CCC3)n2n1,2%,9,26%,-6%,-11%,6%,-1%
COc1ccc(C(=O)NCCn2cc(SCC(=O)Nc3cccc(C)c3)c3ccccc32)cc1,x,8,-19%,x,x,u,x
COc1cccc(Nc2ccnc(N3CCN(C(=O)C4CC4)CC3)n2)c1,i,12,65%[activator],x,u,7%,u
O=C(NC1CCCCCC1)c1ccc2c(c1)sc1nc(-c3ccccc3)cn12,x,3,89%[activator],x,x,-3%,x
CCc1nc(-c2cc(S(=O)(=O)N3CCN(c4ccccc4F)CC3)ccc2OC)no1,x,15,46%[activator],x,x,3%,x

smiles,GPT2 inh,IP6K1 inh,SNCA expr inhib,Luciferase inh,3T3 cytotox,HEK293 viab,HEK293 tox
CCc1ccc(CNC(=O)c2cc3c(N4CCSCC4)nc(C)cn3n2)cc1,2%,6,-24%,-3%,u,1%,u
O=C(Nc1ccc(=O)n2c1[C@@H]1C[C@@H](CN(C(=O)COc3ccccc3)C1)C2)c1cncnc1,-49%,10,23%,-1%,-9%,9%,-6%
CCc1nc2c(c(-c3ccc(OC)cc3)n1)CN([S+](=O)([O-])c1c(C)noc1C)CC2,i,-2,4%,x,u,1%,4%
CN1CC(=O)N(C2CCC2)Cc2c(NC3CCNCC3)ncnc21,i,11,0%,x,i,-18%,i
Cc1cccc(CN2C(=O)c3ccccc3Sc3ccc(C(=O)NC4CCCCC4)cc32)c1,x,13,u,x,x,-8%,x
CCN(CC)Cc1ccc2c(c1)CN(C(=O)COc1ccc(C)cc1)CCO2,1%,-12,-6%,-8%,-17%,5%,-33%
CC(C)CCN1CCC(N2CCN(C(=O)c3ccc(F)cc3F)CC2)C1=O (stereo not given),-6%,10,-11%,1%,i,5%,i
O=C(NCC1CC1)c1cn(C2CN(C(=O)NCc3ccccc3)C2)nn1,i,7,11%,5%,4%,-2%,i
CCOc1cccc(C(=O)N(Cc2ccc(N(C)C)cc2)CC2CCCO2)c1 (stereo not given),x,5,0%,x,x,-16%,x
Cc1csc(C(C)N(C)C(=O)c2ccc(CCC(C)(C)O)cc2)n1 (stereo not given),-9%,-14,4%,-2%,-15%,8%,-26%
O=C(O)COc1ccc(-c2nccc3c2C(=O)N(Cc2c[nH]c4ccccc24)CC(COc2ccccc2F)O3)cc1 (stereo not given),-9%,12,22%,u,u,-2%,i
O=C(NCc1ccc(F)cc1)c1ccc2nc(-c3ccncc3)oc2c1,i,0,12%[87.6 µM],x,-22%[138 µM],11%[87.6 µM],u
Cc1ccc(NC(=O)N2CCC(OC3CCN(S(C)(=O)=O)CC3)CC2)cc1C,5%,7,-11%,-6%,1%,7%,4%
COCC(=O)N1CCC(OC2CCN(Cc3cccnc3)CC2)CC1,i,0,-8%,8%,i,5%,10%
CCOCc1nc(C2CCCN(C(=O)c3ccoc3)C2)no1 (stereo not given),i,16,-27%,-12%,-15%,-20%[12.5 µM],-4%

smiles,GPT2 inh,IP6K1 inh,SNCA expr inhib,Luciferase inh,3T3 cytotox,HEK293 viab,HEK293 tox
C[C@@H]1CN(CC(=O)N2CC(C)(C)c3ncc(Cc4ccc(F)cc4)cc32)[C@@H](CN2CCOC[C@H]2C)CN1,-5%,x,-16%,x,x,-14%,x
O=C(C1CCN([S+](=O)([O-])c2cccs2)CC1)N1CCC(c2nc3ncccc3[nH]2)CC1,i,1,8%,x,-16%,5%,-26%
CCCCOC(=O)c1c(C)oc2c1cc(NS(=O)(=O)c1cc(OC)ccc1OC)c1ccccc12,x,3,10%,x,x,2%,x
O=C(C1CCCN(c2nccc(Nc3ccccc3F)n2)C1)N1CCCC1 (stereo not given),u,6,-29%,x,32µM*,-19%[12.5 µM],45µM*
N#Cc1ccc(CC(=O)N2CC(CNc3cccnc3)C3(C2)CN(c2ccccc2)C3)cc1 (stereo not given),i,-3,0%[87.6 µM],-6%[172 µM],u,-7%[87.6 µM],-22%[172 µM]
Cc1noc(-c2cn(C3CCN(C(=O)c4ccco4)CC3)nn2)n1,i,13,13%,6%,-15%,-4%,2%
Cc1ccc(NC(=O)c2cnc(SCC(=O)N3CCCc4ccccc43)n(C)c2=O)cc1C,x,-11,21%,x,x,-4%,x
CC(=O)N1CCN(C(=O)c2ccc3nnc(-c4cccc(C(F)(F)F)c4)n3c2)CC1,-27%[88.5 µM],9,-11%[87.6 µM],x,-10%[138 µM],6%[12.5 µM],-1%[172 µM]
CC1=C(C)C(=O)OC(C(C)C2C(O)CC3C4C5OC5C5(O)CC(OC6OC(CO)C(O)C(O)C6O)CC(O)C5(C)C4CCC32C)C1 (stereo not given),i,-5,x,x,x,-10%[23.9 µM],x
O=C(Cn1nc2c(cc1=O)CCCC2)Nc1nc2ccccc2s1,i,9,2%,-12%,-25%,-11%,u
CCOc1cc(=O)n2c(c1C(=O)N1CCN(c3ccccc3F)CC1)CCCC2,i,9,-5%,8%,i,7%,25%
COc1ccc(-n2ccnc2CN2CCCC(O)(CO)C2)cc1 (stereo not given),i,-17,-26%,-12%,-12%,8%,0%
COc1cccc2sc(NC(=O)c3ccc(S(=O)(=O)N4CCC(C)CC4)cc3)nc12,x,-2,-14%,x,x,-2%,x
CCC(C(=O)NCc1ccc2c(c1)CCN2C(=O)c1ccc(F)cc1)c1ccccc1 (stereo not given),x,-3,-5%,x,x,-1%,x
CCc1cc(=O)n(CC(=O)Nc2cc(OC)ccc2OC)c(N2CCOCC2)n1,-8%,11,-26%,-3%,-21%,-7%,-9%

smiles,GPT2 inh,IP6K1 inh,SNCA expr inhib,Luciferase inh,3T3 cytotox,HEK293 viab,HEK293 tox
CCN(Cc1ccccc1)C(=O)CCS(=O)(=O)c1ccc2c(c1)CCN2C(C)=O,x,28,u,x,x,-16%,x
COc1ccc(S(=O)(=O)N2CCCC(Cc3noc(-c4ccncc4)n3)C2)cc1 (stereo not given),-8%,2,-13%,-5%,-27%,-22%,u
O=C(Cc1ccccc1Cl)N1CCCN(c2cc(-c3ccccc3)[nH]n2)CC1,u,17,u,-5%,u,-7%,u
O=C(Nc1ccc(Cl)c(-c2nc3ccccc3o2)c1)c1ccc(-c2cccc([N+](=O)[O-])c2)o1,x,26,-9%,x,x,3%,x
CN1C(=O)COC[C@@H]1[C@H](O)c1ccc(NC(=O)CC(C)(C)C)cc1,-10%[88.5 µM],-3,4%[87.6 µM],-1%[172 µM],-6%[138 µM],11%[87.6 µM],1%[172 µM]

Nine structures from above, sorted by length of the SMILES, high to low.
smiles,GPT2 inh,IP6K1 inh,SNCA expr inhib,Luciferase inh,3T3 cytotox,HEK293 viab,HEK293 tox
CC1=C(C)C(=O)OC(C(C)C2C(O)CC3C4C5OC5C5(O)CC(OC6OC(CO)C(O)C(O)C6O)CC(O)C5(C)C4CCC32C)C1 (stereo not given),i,-5,x,x,x,-10%[23.9 µM],x
O=C(Nc1ccc(Cl)c(-c2nc3ccccc3o2)c1)c1ccc(-c2cccc([N+](=O)[O-])c2)o1,x,26,-9%,x,x,3%,x
COc1cccc2sc(NC(=O)c3ccc(S(=O)(=O)N4CCC(C)CC4)cc3)nc12,x,-2,-14%,x,x,-2%,x
CCN(Cc1ccccc1)C(=O)CCS(=O)(=O)c1ccc2c(c1)CCN2C(C)=O,x,28,u,x,x,-16%,x
COc1ccc(S(=O)(=O)N2CCCC(Cc3noc(-c4ccncc4)n3)C2)cc1 (stereo not given),-8%,2,-13%,-5%,-27%,-22%,u
O=C(Cc1ccccc1Cl)N1CCCN(c2cc(-c3ccccc3)[nH]n2)CC1,u,17,u,-5%,u,-7%,u
CCOc1cc(=O)n2c(c1C(=O)N1CCN(c3ccccc3F)CC1)CCCC2,i,9,-5%,8%,i,7%,25%
O=C(Cn1nc2c(cc1=O)CCCC2)Nc1nc2ccccc2s1,i,9,2%,-12%,-25%,-11%,u
COc1ccc(-n2ccnc2CN2CCCC(O)(CO)C2)cc1 (stereo not given),i,-17,-26%,-12%,-12%,8%,0%

Bioassay records as filed in PubChem.

Some of the compounds tested; rates above refer to the full screens.
